Bioassay records deposited in PubChem BioAssay by several laboratories.
HGIII-sPLA2 inh – Blocks human group III sPLA2 activity | Q9NZ20 | QFRET BODIPY PC-A2 liposome hydrolysis, fluorescence | inhibition, % at 12.2 µM | 370,000 tested, 0.56% active;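 active = inhibition above mean plus 3 SD of compounds lying within the high and low control bounds, cut at about 19% in these data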;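 also: 0% = median of test compound wells and 100% = no enzyme DMSO wells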
Target sequence (Q9NZ20 whole entry, looked up): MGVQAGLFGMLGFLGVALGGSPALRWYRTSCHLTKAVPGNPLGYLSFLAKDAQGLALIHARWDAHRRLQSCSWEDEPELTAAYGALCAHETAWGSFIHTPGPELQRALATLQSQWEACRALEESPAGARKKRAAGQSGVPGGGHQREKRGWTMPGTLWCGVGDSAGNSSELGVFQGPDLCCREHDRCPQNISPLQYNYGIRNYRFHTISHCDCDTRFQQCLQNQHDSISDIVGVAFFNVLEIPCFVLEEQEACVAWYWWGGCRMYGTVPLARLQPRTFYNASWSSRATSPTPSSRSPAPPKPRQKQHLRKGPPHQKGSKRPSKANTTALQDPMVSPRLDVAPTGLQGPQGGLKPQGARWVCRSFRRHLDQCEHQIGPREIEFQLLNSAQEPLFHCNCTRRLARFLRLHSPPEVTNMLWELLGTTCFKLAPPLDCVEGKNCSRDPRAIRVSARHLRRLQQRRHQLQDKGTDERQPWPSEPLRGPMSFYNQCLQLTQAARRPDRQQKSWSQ
FXN GAA850 act – activators of GAA850 frataxin (FXN) promoter; HEK293 lucGAA850 FXN promoter luciferase reporter, 24 h; percent of 10 µM SAHA response; activation, % at 6 µM; 360,000 tested, 0.56% active;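 active = activation above the average of all compounds screened plus 3 SD, cutoff fixed separately per campaign, cut at about 7.5% in these data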;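 also: 0% = DMSO wells and 100% = 10 µM SAHA wells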
NPR2 activator – GC-B (human) receptor activation; 370,000 tested, 0.11% active; P20594; activation, % at 10 µM; HEK293-GC-B cells, CNP EC30, cGMP TR-FRET; 0% at EC30 CNP, 100% saturating CNP;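 active = activation at 10 µM reaching about 35% in either raw or pattern-adjusted values, limit read from the data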
ssDAF-12 act – activates DAF-12 receptor from parasite S. stercoralis; activation, % at 6.8 µM; HEK293 ssDAF-12/GRIP1 lit1-tk-luc reporter, luminescence; % of 3 µM dafachronic acid response; 370,000 tested, 1% active;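 active = activation above the mean over all tested compounds plus 3 SD, cut at about 0.9% in these data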;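 also: 0% = DMSO-only wells and 100% = 3 µM delta7-dafachronic acid wells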
hcDAF-12 act – H. contortus DAF-12 activation, primary screen; HEK293 hcDAF-12 lit1-tk-luc reporter, luminescence; 0% DMSO, 100% Δ7-dafachronic acid; activation, % at 6.8 µM; 370,000 tested, 1.4% active; AID 652067;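 active = activation above the mean of all tested compounds plus 3 SD, cut at about 5.5% in these data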;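 also: 100% = response to 3 µM Δ7-dafachronic acid high control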
hgDAF-12 ag – hgDAF-12 agonism, primary luciferase screen; 370,000 tested, 1.8% active; activation, % at 6.8 µM; HEK293 GAL4-hgDAF12 UAS-luciferase reporter, agonist luminescence; normalized to butyrate control;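 active = activation above a cutoff set at the mean of all screened compounds plus 3 SD, cut at about 10% in these data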;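 also: 0% = DMSO wells and 100% = sodium butyrate wells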
KLK7 zymogen act – proKLK7 (human) activation, primary screen; purified proKLK7, EDANS-DABCYL substrate fluorescence; 100% is mature enzyme control, 0% vehicle; activation, % at 7 µM; 370,000 tested, 0.9% active; AID 652039;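 active = activation above the mean of all tested compounds plus 3 SD, computed per campaign excluding outliers beyond control limits, cut at about 13% in these data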
Target sequence (P49862 whole entry, looked up): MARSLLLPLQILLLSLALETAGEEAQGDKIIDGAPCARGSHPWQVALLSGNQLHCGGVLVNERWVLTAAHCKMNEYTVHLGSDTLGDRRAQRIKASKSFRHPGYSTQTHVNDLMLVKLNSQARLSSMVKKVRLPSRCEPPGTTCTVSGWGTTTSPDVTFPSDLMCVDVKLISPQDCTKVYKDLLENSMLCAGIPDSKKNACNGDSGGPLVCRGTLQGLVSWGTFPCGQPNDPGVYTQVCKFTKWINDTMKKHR
SMARCA2 activ – SMARCA2 function activation, primary screen | MG213 cells, MMTV-luciferase reporter, dexamethasone, overnight | activation, % at 9.1 µM | 370,000 tested, 1% active; in the data active = activation above about 7.8%;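 also: 0% = vehicle wells and 100% = reference activator wells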
NPR1 activator – GC-A (human) enzyme activation; P16066; HEK293 GC-A cells, cGMP TR-FRET, EC30 ANP; 0% at EC30 ANP, 100% saturating ANP; activation, % at 10 µM; 370,000 tested, 0.14% active; AID 1671463; in the data active = activation above about 40%
DAX1 inh-1 – inhibitors of DAX1 repression of SF-1 activated StAR promoter; inhibition, % at 6.8 µM; 370,000 tested, 1.1% active; AID 652010; HEK293T StAR-luciferase reporter, SF-1/DAX-1 repression relief;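 active = inhibition above the mean over all tested compounds plus 3 SD, cut at about 3.6% in these data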;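 also: 0% = DAX-1 cells with DMSO and 100% = cells lacking DAX-1 with DMSO; higher inhibition means more luminescence from relief of DAX-1 repression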
DAX1 inh-2 – inhibits human nuclear receptor DAX1 | P51843 | HEK293 Gal4-DAX1 luciferase reporter, luminescence | inhibition, % at 6.75 µM | 340,000 tested, 0.99% active | AID 504766;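 active = inhibition above the mean over all tested compounds plus 3 SD, cut at about 4.2% in these data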;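 also: 0% = DAX1-transfected cells with DMSO and 100% = empty-vector control cells with DMSO; inhibition shows as a rise in luminescence from relieved DAX1 repression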
Target sequence (P51843 207-470 limits assumed): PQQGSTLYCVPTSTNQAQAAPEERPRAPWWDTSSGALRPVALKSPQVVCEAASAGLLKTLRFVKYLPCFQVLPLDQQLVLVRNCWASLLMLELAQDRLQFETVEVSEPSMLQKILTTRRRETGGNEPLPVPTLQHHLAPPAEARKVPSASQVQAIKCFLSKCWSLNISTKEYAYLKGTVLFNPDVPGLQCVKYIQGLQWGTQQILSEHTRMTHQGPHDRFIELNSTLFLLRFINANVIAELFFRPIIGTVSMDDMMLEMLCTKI
* = called active by the depositor; nt = no result given. Compounds were not picked by outcome, and some 6.7% of all compounds hit somewhere here.

SMILES	HGIII-sPLA2 inh	FXN GAA850 act	NPR2 activator	ssDAF-12 act	hcDAF-12 act	hgDAF-12 ag	KLK7 zymogen act	SMARCA2 activ	NPR1 activator	DAX1 inh-1	DAX1 inh-2
CCn1cc(CN2CCC(n3nccc3NC(=O)Cc3ccccc3)CC2)cn1	-4	1.0	1	-0.3	0.1	2.4	-0.3	0	0	-0.9	0.2
CC(C)(C)c1ccc(C(=O)Cn2nc(C(=O)O)c3ccccc3c2=O)cc1	-7	1.0	-1	-1.2	-2.5	0.5	-0.3	-2	-1	-0.2	0.3
COc1ccc(S(=O)(=O)N2CCCCC2)cc1NC(=O)c1ccccc1	1	0.2	1	-1.0	-0.6	1.4	0.7	-2	-2	2.0	1.0
NC(=O)C(=O)N/N=C/c1cccc(C(F)(F)F)c1	12	0.4	0	-1.5	0.0	3.5	-0.3	-4	7	0.3	-0.8
C=CCc1c(C)nc2c(-c3ccccc3)cnn2c1N1CCOCC1	-3	7.1	-15	0.0	5.6*	10	1.4	4	-11	2.7	4.0
COC(=O)c1c(NC(=O)C2SC(=NC3CCCCC3)C(C(N)=O)=C2N)sc2c1CCCC2 (configuration not stated)	-2	2.2	1	-0.2	-1.3	1.0	-0.2	-3	-3	0.6	-1.1
O=C(CCC(=O)OCc1ccc(Br)cc1)Nc1ccccc1	0	-0.4	-1	-1.6	-1.1	1.8	-0.5	-2	0	-0.6	-1.5
Cc1ccc(C2C3=C(CC(C)(C)CC3=O)Nc3n[nH]c(C)c32)cc1 (configuration not stated)	2	2.4	-3	-0.6	-2.0	-1.1	6.0	-1	-3	0.3	1.4
CCOC(=O)C1(CCc2ccccc2)CCN(Cc2ccc(C(=O)OC)cc2)CC1	-1	0.4	2	-1.3	-3.0	-0.8	0.5	2	0	-0.3	-1.9
CCN(CC(=O)Nc1ccc(NC(C)=O)cc1)C(=O)c1cccc(N2C(=O)c3ccccc3C2=O)c1	9	0.4	2	-1.4	-1.3	1.0	-0.1	-2	1	1.8	-0.2
COc1ccc(N2CCC(CNC(=S)Nc3ccc(C)cc3C)C2)cc1 (configuration not stated)	6	2.2	-7	-1.1	-1.6	2.2	-0.6	-1	-5	0.0	-0.6
Cc1ccccc1NC(=O)c1cccc(S(C)(=O)=O)c1	2	1.6	-1	-1.0	-0.3	-0.8	-0.1	-3	4	0.3	0.8
CC(CN1CCCC1)OC(=O)c1cccc(F)c1 (configuration not stated)	17	-0.2	0	-1.0	-1.0	-1.6	-0.3	-2	0	0.2	-0.1
CC1(C(=O)NS(=O)(=O)C2CC2)CCN(C(=O)c2c(F)cccc2F)C1 (configuration not stated)	20*	0.9	2	-1.4	-0.5	-0.2	-0.2	-5	2	-0.7	nt
COc1cc(C)ccc1OCc1cc(C(=O)N(Cc2nccn2C)C(C)C)no1	-2	3.4	-1	-0.2	4.6	18*	0.5	3	-4	3.7*	0.9
CN(CC(=O)Nc1cccc(F)c1)CC(=O)Nc1ccccc1-c1ccccc1	-8	-0.2	-3	-1.1	-0.2	0.1	0.1	3	-2	0.3	-0.1
O=C(NC1CCCCCCC1)c1c(Cl)cccc1Cl	8	0.3	-1	-1.9	-1.9	-2.3	0.0	-3	-1	0.1	-0.8
CC(Oc1ccccc1F)C(=O)NNC(=O)c1ccc(-n2cncn2)c([N+](=O)[O-])c1 (configuration not stated)	3	-0.9	0	-1.1	-1.1	-1.4	-0.1	-1	-1	0.2	-0.9
Cc1cccc(NC(=O)c2cccc(S(=O)(=O)N3CCCCC3)c2)c1	-7	0.1	5	-1.8	-0.8	-1.5	0.1	-4	2	-0.5	-0.8
O=C(NCc1ccccc1)c1onc(CSc2ccccc2)c1C(=O)NCC1CC1	-23	-0.6	3	-1.5	-1.8	-0.6	0.0	1	4	-0.7	0.0
CC(OC(=O)c1ccc(Br)o1)C(=O)NCC1CCCCC1 (configuration not stated)	7	0.1	-4	-1.3	0.0	-0.7	-0.1	-2	-2	-1.2	-0.4
O=C(CCCn1c(=S)[nH]c2cc3c(cc2c1=O)OCO3)NC1CC1	1	-0.6	0	-1.6	0.1	0.0	0.2	-2	-1	-0.6	-0.9
COc1ccc(CNC(=O)C2CCC(CNS(=O)(=O)c3cccc4nsnc34)CC2)cc1 (configuration not stated)	-3	0.8	3	-1.7	-0.8	-1.8	0.5	0	9	-0.3	-0.8
COc1ccc(-c2cc(-c3nnc(SCC(=O)Nc4nccs4)n3N)[nH]n2)cc1	-35	nt	-6	-1.0	1.5	7.6	-0.3	7	-2	1.0	nt
COc1ccc(-c2csc(NC(=O)Cc3cccc4ccccc34)c2C(=O)O)cc1	-28	1.8	2	-1.5	0.8	-1.8	-0.2	-1	-4	0.3	-0.8
COc1ccc(-c2cc(C(F)(F)F)n3nc(C(=O)Nc4c(C)n(C)n(-c5ccccc5)c4=O)c(Cl)c3n2)cc1	1	0.8	12	-0.8	0.6	1.6	-0.9	1	6	-0.9	-1.9
COc1ccc(Nc2nc(-c3ccncc3)nc3ccccc23)cc1	4	0.8	0	-1.5	-4.3	-5.0	-0.4	-2	-26	-1.5	-3.7
N#C/C(N)=C(/C#N)N=Cc1cccc(Cl)c1	-2	1.1	1	-1.9	-1.8	0.9	0.8	5	2	0.6	0.3
Cc1ccc(-c2nn3c(C)nnc3s2)cc1N	4	-0.8	2	-1.4	-1.3	3.4	-0.3	1	-1	0.1	1.0
CC1(C)CC(=O)C2=C(C1)OC(N)=C([N+](=O)[O-])C2c1ccc(F)cc1 (configuration not stated)	2	1.5	2	-1.5	-0.9	-2.4	-0.5	-2	7	1.4	nt
CSc1nc(C)c2c(n1)N(c1ccc(F)cc1)CC2	-1	0.1	2	-0.7	-2.6	-1.1	0.1	1	6	-0.1	-0.2
OC(Cc1nc2ccccc2[nH]1)c1ccccc1Cl (configuration not stated)	11	0.1	1	-1.2	0.6	4.8	0.2	4	-4	0.9	0.2
CNc1ncnc2c1ncn2[C@H]1CN(Cc2ccc(OC)cc2)C[C@@H](CO)O1	-5	-0.6	-2	-1.2	-1.1	-3.3	0.6	1	-1	0.3	nt
CCOC(=O)CC(NC(=O)c1ccc(C)cc1)c1ccc(OC)cc1 (configuration not stated)	1	1.9	-1	-1.5	-1.4	0.5	0.9	-3	-3	-0.6	-0.3
O=C(O)CCCCCN1C(=O)CCC1=O	-4	1.0	3	-0.9	-0.8	2.7	0.1	-1	0	0.5	1.9
C=C(C)CCOC(=O)C(CC(=O)O)NCc1ccco1 (configuration not stated)	-5	0.6	0	-1.3	-1.0	-0.1	-0.2	-1	-1	-0.2	2.1
CCOc1ccc(S(=O)(=O)N2CCCC(C(=O)N3CCN(CC)CC3)C2)cc1Cl (configuration not stated)	-2	1.7	-1	-1.1	-3.0	-3.1	-0.6	-3	-1	-0.4	-0.7
CCN(CC)S(=O)(=O)c1ccc(O)c(C(=O)OCC(=O)NC23CC4CC(CC(C4)C2)C3)c1	-11	0.6	0	-1.2	-0.4	4.3	-0.1	0	0	-0.8	0.0
CCCCn1c(N)c(N(CC(C)C)C(=O)C2CCCO2)c(=O)[nH]c1=O (configuration not stated)	3	0.0	-2	-0.4	-1.6	0.0	-0.2	-2	3	-0.2	0.7
O=C(NC1=NCCS1)c1cc2ccccc2o1	1	-1.0	2	0.6	7.0*	11*	-0.3	1	2	5.3*	-1.1
CC(=O)Nc1nc(C)c(-c2csc(Nc3ccc(S(N)(=O)=O)cc3)n2)s1	-1	-1.1	-5	-1.4	1.4	1.7	118*	-3	-6	0.3	2.1
CCOc1ccc(-n2c(C)c(C(C)=O)c(C(C)=O)c2C)cc1	2	2.5	2	-1.3	-1.4	-0.5	0.0	0	7	0.2	0.8
O=C(COc1ccccc1[N+](=O)[O-])N/N=C/c1cccc(OC(=O)c2ccc3c(c2)OCO3)c1	-16	6.3	3	-0.4	2.9	5.7	-0.5	1	-2	-0.2	-0.3
COC(=O)c1ccc(OC)c(CN2CCCN(Cc3cc(C)ccc3C)S2(=O)=O)c1	4	1.9	3	-1.2	-1.4	-1.0	0.4	-3	-3	-0.2	0.2
CCN(CC(=O)Nc1cc(S(=O)(=O)N2CCOCC2)ccc1C)Cc1ccccc1	-7	-0.7	0	-1.4	-1.6	-1.3	0.1	-3	0	-1.2	-0.3
O=C(Nc1sc2c(c1C(=O)NCCO)CCCC2)c1ccco1	-3	-0.9	-1	-1.5	-1.8	-0.3	0.4	-1	-5	-0.6	2.7
O=C(CC1C(=O)NCCN1Cc1ccccc1)NCCC1=CCCCC1 (configuration not stated)	-1	-0.8	1	-0.4	0.6	-2.3	0.5	-1	1	0.3	2.2
Cc1cc(NC(=O)c2ccc(NC(=O)C3CC3)cc2)no1	2	-1.0	3	-1.1	0.3	4.7	0.0	2	1	-0.5	-0.1
CC(=O)Nc1cccc(NC(=O)C2CC3CCC2C3)c1 (configuration not stated)	4	-1.1	-2	-1.2	-0.9	1.5	-0.1	3	-2	-0.7	-0.1
Cc1ccc(NC(=O)c2ccc(Cn3cc(Br)cn3)o2)cc1	-15	3.3	-4	-1.4	-2.9	0.4	0.1	1	0	-1.8	-1.6

Three structures already listed, arranged by SMILES length, low to high:
SMILES	HGIII-sPLA2 inh	FXN GAA850 act	NPR2 activator	ssDAF-12 act	hcDAF-12 act	hgDAF-12 ag	KLK7 zymogen act	SMARCA2 activ	NPR1 activator	DAX1 inh-1	DAX1 inh-2
CC(=O)Nc1cccc(NC(=O)C2CC3CCC2C3)c1 (configuration not stated)	4	-1.1	-2	-1.2	-0.9	1.5	-0.1	3	-2	-0.7	-0.1
O=C(Nc1sc2c(c1C(=O)NCCO)CCCC2)c1ccco1	-3	-0.9	-1	-1.5	-1.8	-0.3	0.4	-1	-5	-0.6	2.7
O=C(CC1C(=O)NCCN1Cc1ccccc1)NCCC1=CCCCC1 (configuration not stated)	-1	-0.8	1	-0.4	0.6	-2.3	0.5	-1	1	0.3	2.2

Next compounds
SMILES	HGIII-sPLA2 inh	FXN GAA850 act	NPR2 activator	ssDAF-12 act	hcDAF-12 act	hgDAF-12 ag	KLK7 zymogen act	SMARCA2 activ	NPR1 activator	DAX1 inh-1	DAX1 inh-2
COCCN(C(=O)CSc1nnc(C)n1-c1ccccc1)c1c(N)n(Cc2ccccc2)c(=O)[nH]c1=O	1	0.9	3	-1.2	-0.2	2.1	-0.2	-2	0	-0.3	0.5
O=C(NCCN1CCOCC1)c1c(F)c(F)c(F)c(F)c1F	1	-2.9	5	-0.9	0.0	-1.7	0.3	0	0	-0.2	0.3
COc1ccc(OCCC(=O)OCC(=O)NCc2ccc(F)cc2)cc1	-2	0.2	-2	-1.9	0.2	6.0	-0.2	-1	2	0.5	-0.5
CCOCC(O)CNC(=O)c1ccc(OC2CCN(C(=O)c3cccnc3)CC2)cc1 (configuration not stated)	2	-1.4	1	0.3	-1.4	3.2	-0.7	-2	4	0.0	1.8
Oc1ccccc1/C=N/n1c(COc2ccccc2)n[nH]c1=S	24*	1.2	-11	-1.8	0.2	-0.2	-1.0	-2	-1	-0.1	-0.5
Nn1c(SCc2ccc(F)cc2)nnc1-c1cccnc1	1	-0.1	8	-1.1	1.4	1.2	0.1	-3	2	0.0	-0.4
O=C(CSc1nc2ccccc2n1Cc1ccccc1)NN=Cc1c[nH]c2ccccc12	-23	nt	-12	-0.6	3.4	1.3	0.7	-6	-3	-0.9	nt
